# DENV2 CPE: inhibitors of DENV2 cytopathic effect; CPE inhibition, % at 9.99 µM; DENV2-infected cells, cytopathic effect rescue, plate reader; 350,000 compounds, 1.7% hits; in the data active = CPE inhibition above about 20%, passing the limit was not always enough; inconclusive = no clear call, values can overlap the other calls; tested in BHK-21 cells;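 note: 0% = median of neutral control wells and 100% = median of positive control wells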
# miR-122 sensor: miR-122 inhibition in Huh7 cells; AID 602342; Huh7 miR-122 Renilla luciferase sensor, 48 h; neutral wells = 0, positive control = 100; 340,000 compounds, 0.3% hits; activation (reporter increase), % at 12.5 µM;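 active = mean replicate activation score at least 90 and every replicate individually at or above 90; inconclusive = only one of the two criteria met; inactive = neither criterion met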;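 note: higher luciferase means less miR-122 activity so hits act as miR-122 inhibitors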
# CASP6 VEID inh: blocks human caspase-6 cleavage activity; P55212; purified caspase-6, Z-VEID-R110 cleavage fluorescence; inhibition, % at 12.5 µM; 350,000 compounds, 0.53% hits; AID 686996;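 active = mean inhibition across replicates at least about 35%, with every replicate also reaching that limit, limit read from the data; inconclusive = only one of the two criteria met; inactive = neither criterion met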;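 note: 0% = median of neutral control wells and 100% = no fluorescence left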
# Target sequence (P55212 24-179 limits assumed): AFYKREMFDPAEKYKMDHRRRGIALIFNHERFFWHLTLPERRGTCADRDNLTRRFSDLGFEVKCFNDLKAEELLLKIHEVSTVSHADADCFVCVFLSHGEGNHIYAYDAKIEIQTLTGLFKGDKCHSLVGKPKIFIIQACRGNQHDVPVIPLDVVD
# Target sequence (P55212 194-293 limits assumed): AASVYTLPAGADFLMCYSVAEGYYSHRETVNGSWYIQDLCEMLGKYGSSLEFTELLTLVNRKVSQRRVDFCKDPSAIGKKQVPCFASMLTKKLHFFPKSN
# SIRT5 block: sirtuin-5 (human) deacylase inhibition. Q9NXA8. Purified SirT5, succinyl-peptide AMC, trypsin-coupled fluorescence. inhibition, % at 15 µM. 330,000 compounds, 1.1% hits. AID 652115; in the data active = inhibition above about 15%; inconclusive = no clear call, values can overlap the other calls
# Target sequence (Q9NXA8 whole entry, looked up): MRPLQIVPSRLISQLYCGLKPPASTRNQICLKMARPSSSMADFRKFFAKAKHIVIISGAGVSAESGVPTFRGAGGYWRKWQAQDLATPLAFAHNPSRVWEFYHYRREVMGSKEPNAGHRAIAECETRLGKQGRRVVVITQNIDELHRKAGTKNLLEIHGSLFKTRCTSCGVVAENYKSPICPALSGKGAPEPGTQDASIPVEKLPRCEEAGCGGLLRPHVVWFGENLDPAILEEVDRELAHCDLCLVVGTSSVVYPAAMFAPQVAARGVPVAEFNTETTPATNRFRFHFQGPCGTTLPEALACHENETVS
# CFTR F508del cor: correctors of CFTR F508del function in bronchial epithelial cells. 350,000 compounds, 0.36% hits. AID 720511. activity (quench increase), % at 7.58 µM. CFBE cells, YFP halide quenching; stimulated with forskolin plus potentiator P3; % fluorescence drop versus neutral controls;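 active = mean added fluorescence quench of at least 8% versus neutral control, with both replicates also reaching 8%; inconclusive = only one of the mean or replicate conditions met; inactive = mean below 8% and not both replicates reaching 8%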;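 note: cells transiently co-express mutant CFTR-F508del with the halide-sensitive YFP; corrector assay measuring rescue of mutant channel to the surface after 24 h compound exposure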
# ERAP1 inh: ERAP1 (human) enzyme inhibition. Q9NZ08. 340,000 compounds, 0.15% hits. AID 652197. recombinant ERAP1, Leu-AMC fluorescence, 60 min. inhibition, % at 10.7 µM;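 active = mean replicate inhibition of at least 30%, or all replicates individually reaching that 30% level; inactive = mean below 30% and not every replicate reaching it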;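 note: 0% = neutral control wells and 100% = L-leucinethiol positive control wells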
# ERp5 inh: inhibitors of human ERp5; 350,000 compounds, 0.05% hits; ERp5 insulin aggregation, absorbance 650 nm, 90 min; Q15084; inhibition, % at 9.99 µM;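 active = mean replicate inhibition above about 25%, with every replicate also reaching it, limit read from the data, passing the limit was not always enough; inconclusive = only one of those two criteria met; inactive = neither criterion met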
# Target sequence (Q15084 whole entry, looked up): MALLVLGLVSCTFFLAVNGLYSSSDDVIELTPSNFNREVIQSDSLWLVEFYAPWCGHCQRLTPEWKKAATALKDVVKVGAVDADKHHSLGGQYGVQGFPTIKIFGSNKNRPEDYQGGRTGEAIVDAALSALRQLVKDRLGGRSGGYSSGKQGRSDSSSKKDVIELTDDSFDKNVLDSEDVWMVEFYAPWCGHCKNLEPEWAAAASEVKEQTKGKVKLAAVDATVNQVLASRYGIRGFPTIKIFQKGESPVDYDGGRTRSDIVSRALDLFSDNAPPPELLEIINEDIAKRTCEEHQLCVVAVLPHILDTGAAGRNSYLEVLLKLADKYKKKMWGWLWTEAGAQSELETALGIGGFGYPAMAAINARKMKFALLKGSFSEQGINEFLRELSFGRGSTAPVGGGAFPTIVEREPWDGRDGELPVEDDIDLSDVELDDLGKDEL
# Active calls of the source: *; u = inconclusive; x = no result given; & = joins results of further samples; ! = not confirmed by another sample; [ ] = remark or other dose.
SMILES,DENV2 CPE,miR-122 sensor,CASP6 VEID inh,SIRT5 block,CFTR F508del cor,ERAP1 inh,ERp5 inh
COc1ccc(C#Cc2ccc([C@@H]3[C@@H](CO)N4CCCCN(C(=O)Nc5ccc(F)cc5)C[C@H]34)cc2)cc1,-13,-14[16.7 µM],0,-3,-1.4,0,-3
O=C(C[C@H]1CC[C@@H](NC(=O)Nc2ccccc2F)[C@H](CO)O1)NCc1ccc(F)cc1,2,x,2,-2,2.0,-1,3
COc1cc2c(C#N)c(N3CCCC3)nc(N)c2c(N)n1,u,-1,96*!,-2&-7,0.5&1.3,1&0,-6&10
CCOc1ccccc1NC(=O)COC(=O)Cc1ccsc1,-6,-7,-1,-4,-1.0,0,-5
C[C@H](CO)N1C[C@H](C)[C@H](CN(C)C(=O)CC2CC2)Oc2cc(-c3ccncc3)ccc2S1(=O)=O,-6,-1[16.7 µM],2,0,0.0,0,1
NS(=O)(=O)c1ccc(CCNC(=O)Cc2ccccc2[N+](=O)[O-])cc1,-6,7,2,-2,3.7,1,1
CN(C)C(=O)c1cccc(-c2ccc3c(c2)[C@H]2[C@H](CCN2C(=O)c2cnccn2)[C@@H](CO)N3)c1,-8,0[16.7 µM],x,x,-1.4,x,-5
COc1ccc(OC)c2sc(NC(=O)C3COc4ccccc4O3)nc12 (configuration not stated),-1,x,-2,2,1.4,-1,8
C[C@@H]1CN([C@H](C)CO)S(=O)(=O)c2ccc(-c3cccc(C(=O)N(C)C)c3)cc2O[C@H]1CN(C)Cc1ccc2c(c1)OCO2,0,4[16.7 µM],-1,12,0.2,0,-6
CC(C)CCNC(=O)c1ccc(Cl)c(NC(=O)Cc2ccccc2)c1,5,x,2,x,x,0,-3
S=C1SC2(CCCCCC2)NC2=C1CCCCC2,-3,-10,x,-1,-2.5,0,1
COc1cc(/C=N\NC(=O)c2ccc(C)nc2)ccc1OC(=O)c1ccco1,6,x,-1,-2,x,-1,1
Cc1ccc(N(CC(=O)NC2CCCC2)C(=O)CCC(=O)Nc2nc(C)cs2)cc1,-5,x,5,-2,1.0,1,4
O=C(C1CCCO1)N1CCN(S(=O)(=O)c2cc(C(F)(F)F)ccc2Cl)CC1 (configuration not stated),-9,x,-1,-3,0.5,-3,-2
Cc1noc(C)c1NC(=O)Nc1ccc2c(c1)CC(=O)N([C@@H](C)CO)C[C@H](C)[C@H](CN(C)S(C)(=O)=O)O2,-3,0[16.7 µM],x,x,-3.2,x,x
COc1ccc(CCN2C(=O)COc3ccccc3C2C(=O)Nc2c(C)cccc2C)cc1OC (configuration not stated),-9,x,2,-9,-3.3,0,-4
Cc1noc(C)c1CSCc1ccc(Cl)cc1,5,-4,-1,-2,-0.7,-4,1
[N-]=[N+]=NC(c1ccccc1)c1nc2ccccc2[nH]c1=O (configuration not stated),16,22,-1,-5,0.7,-2,1
CC(O)(c1ccc(F)c(F)c1)c1nc(-c2cnc3ccccc3c2)cs1 (configuration not stated),-3,-4,0,4,1.5,3,-2
O=C(Nc1ccccc1F)c1ccc2sc([C@@H]3O[C@H](CO)[C@H](O)[C@H](O)[C@H]3O)nc2c1,18,1,5,-3,0.4,0,-1
COc1ccccc1/C=C/C(=O)Nc1cccc(S(=O)(=O)N2CCOCC2)c1,u,3,0,-5,-0.6,1,4
CCOc1ccc(S(=O)(=O)Nc2cccc(C(=O)N3CC(C)OC(C)C3)c2)cc1 (configuration not stated),0,17,-1,1,2.3,-1,2
CCCCn1c(N)c(N(CC(C)C)C(=O)c2ccc([N+](=O)[O-])o2)c(=O)[nH]c1=O,u,-8,1,-5,-0.2,-1,6
Cc1ccccc1C1C(=O)c2ccccc2C1=O,5,x,1,2,-1.5,-1,2
Cc1ccc(CC(=O)O/N=C(\N)c2ccncc2)cc1,6,-2,0,-1,-2.1,3,6
# (listing goes on)
SMILES,DENV2 CPE,miR-122 sensor,CASP6 VEID inh,SIRT5 block,CFTR F508del cor,ERAP1 inh,ERp5 inh
C[C@H](CO)N1C[C@H](C)[C@@H](CN(C)S(=O)(=O)c2cn(C)cn2)OCCCC[C@H](C)Oc2ccc(NS(=O)(=O)c3ccc(Cl)cc3)cc2C1=O,19,-1[16.7 µM],0,3,-1.8,-3,-5
CCc1nc2ccc(C(=O)N3CCN(C)CC3)cn2c1N(CCC(C)C)CCN(C)C,-12,4,-14,1,-0.5,-2,13
Cc1ccc2c(c1)C(c1ccc(F)cc1)N(C(=O)C1CC1)CC(=O)N2 (configuration not stated),-6,1,1,-4,1.5,-3,4
CCOc1cc(C(=O)O)ccc1OCCOc1ccccc1,-6,0,36*,-1,-7.8,2,4
O=C(COC(=O)c1ccc(NS(=O)(=O)c2cccs2)cc1)NCC1CCCO1 (configuration not stated),-5,x,4,x,0.3,-2,2
c1ccc(C2=Nc3cccc4cccc(c34)N2)cc1,5,x,6,4,x,5,0
Cc1cc(C)cc(NC(=O)C(Sc2nnc(C)c(=O)[nH]2)c2ccccc2)c1 (configuration not stated),-3,2,1,1,3.5,2,3
CC(=O)Nc1sc(N/N=C\c2ccccc2Cl)nc1-c1cccs1,-10,5,2,-1,-3.9,1,2
COc1ccc(C(=O)C(=O)N2CCC(c3ccccc3)CC2)cn1,-1,x,0,-2,-1.0,x,-6
CCn1c(=O)n(CC)c2cc(N3CCCC3)c(NC(=O)c3cccc(C)c3)cc21,-8,-4,4,3,-1.2,-2,-2
CC(C)C#Cc1ccc([C@@H]2[C@@H](C#N)N(C(=O)c3cccc(F)c3)[C@@H]2CO)cc1,-4,x,0,1,2.9,5,0
COCCCNC(=O)/C=C1\Sc2ccccc2N(Cc2ccccc2F)C1=O,-3,-7,4,-8,0.5,x,1
CC1Cc2nc(SCC(=O)NCc3ccco3)n(Cc3ccccc3)c(=O)c2S1 (configuration not stated),5,x,1,0,-2.0,6,4
CCC(=O)N1[C@@H](CO)[C@H](c2ccc(-c3ccccc3)cc2)[C@@H]1CNC(=O)COC,31,0[16.7 µM],x,x,-2.2,x,x
Cc1cc(C)c2oc(C(=O)NCc3ccccc3)cc(=O)c2c1,0,x,0,2,-1.9,1,0
CCc1ccc(S(=O)(=O)Nc2ccc(-c3ccc4nnc(C)n4n3)cc2)s1,0,28,8,5,1.0,4,1
CCc1ccc(OCC(=O)Nc2ccc(S(=O)(=O)N3CCOCC3)cc2)cc1,19,x,0,0,-0.9,4,0
COC(=O)C(CC#Cc1ccc2c(c1)[C@]1(C(=O)N2)[C@H](c2ccccc2OCCO)N2[C@H](c3ccccc3)[C@H](c3ccccc3)OC(=O)[C@H]2[C@@H]1C(=O)N1CCN(c2ncccn2)CC1)C(=O)OC,6,x,-1,0,-3.7,-2,-10
O=c1oc(-c2ccccc2Br)nc2ccccc12,-1,x,0,-1,3.9,1,-1
NC(=O)c1ncn([C@@H]2O[C@H](CNC(=O)[C@H](N)CSCc3ccccc3)[C@@H](O)[C@H]2O)n1,-1,-8,0,5,2.9,0,-3
CCn1cc(C2=NC(C(C)C)CO2)c2ccccc21 (configuration not stated),-4,10,0,7,-1.2,3,-6
C[C@@H]1CN([C@@H](C)CO)C(=O)c2cc(-c3cccnc3)cnc2O[C@@H]1CN(C)C(=O)Cc1cccnc1,-6,3[16.7 µM],-1,0,1.1,-1,-11
CC1=C(C(=O)Nc2ccccc2C(=O)NCCCN2CCN(C)CC2)SCCO1,7,-3,-29,-2,-2.7,-3,1
C[C@@H]1CN([C@H](C)CO)C(=O)c2cc(C3=CCCC3)cnc2O[C@@H]1CN(C)C(=O)c1ccc(F)cc1,-10,0[16.7 µM],-2,-4,0.5,0,0
C[C@H]1CN([C@@H](C)CO)C(=O)c2cc(NC(=O)CCCN(C)C)ccc2O[C@@H]1CN(C)Cc1ccc(Oc2ccccc2)cc1,2,0[16.7 µM],-43,0,-2.3,4,-2

# Overlap with the part before: four entries, followed by the next part.
SMILES,DENV2 CPE,miR-122 sensor,CASP6 VEID inh,SIRT5 block,CFTR F508del cor,ERAP1 inh,ERp5 inh
C[C@@H]1CN([C@@H](C)CO)C(=O)c2cc(-c3cccnc3)cnc2O[C@@H]1CN(C)C(=O)Cc1cccnc1,-6,3[16.7 µM],-1,0,1.1,-1,-11
CC1=C(C(=O)Nc2ccccc2C(=O)NCCCN2CCN(C)CC2)SCCO1,7,-3,-29,-2,-2.7,-3,1
C[C@@H]1CN([C@H](C)CO)C(=O)c2cc(C3=CCCC3)cnc2O[C@@H]1CN(C)C(=O)c1ccc(F)cc1,-10,0[16.7 µM],-2,-4,0.5,0,0
C[C@H]1CN([C@@H](C)CO)C(=O)c2cc(NC(=O)CCCN(C)C)ccc2O[C@@H]1CN(C)Cc1ccc(Oc2ccccc2)cc1,2,0[16.7 µM],-43,0,-2.3,4,-2
CCOP(=O)(Nc1ccc2oc(=O)c3ccccc3c2c1)OCC,1,x,-1,-2,3.0,1,2
COc1cc(/C=N/n2cnnc2)ccc1Oc1nc(Cl)ncc1F,-3,-6,-1,-31,-2.1,-3,0
O=C(N/N=C/c1cccc(C(F)(F)F)c1)c1ccccc1O,0,x,-1,-4,0.4,5,2
COc1cccc(CNC(=O)CCCc2c[nH]c3ccccc23)c1,-6,2,1,-5,0.2,3,2
Cc1cccc(NC(=O)/C(C#N)=C/c2ccc[nH]2)c1C,1,x,1,-1,-0.4,4,-7
CC(C)C#Cc1ccc([C@@H]2[C@@H](C#N)N(C(=O)C3CC3)[C@@H]2CO)cc1,u,x,0,11,-0.6,2,-5
CCOc1ccc(NC(=O)C2CC(=O)N(Cc3ccco3)C2)cc1 (configuration not stated),-5,-4,0,-3,0.7,4,x
CC(=O)NCCc1c[nH]c2ccc(OCc3ccccc3)cc12,3,-3,5,-8,-0.2,2,0
S=C(SCc1c(Cl)cccc1Cl)N1CCSCC1,4,x,-2,x,-5.3,-2,-4
C[C@H]1CN([C@@H](C)CO)C(=O)c2cc(-c3cccc(C#N)c3)cnc2O[C@@H]1CN(C)C(=O)C1CC1,6,1[16.7 µM],-1,-3,-2.1,0,10
NC(=O)c1c(NC(=O)C2CCCO2)sc2c1CCCC2 (configuration not stated),0,x,3,-1,x,0,4
COc1cc(NC(=O)c2ccc(-c3cccnc3)c3ccoc23)cc(OC)c1OC,6,-11,8,-1,0.3,-4,5
COc1ccc(NC(=O)Nc2ccc3c(c2)CC(=O)N([C@@H](C)CO)C[C@@H](C)[C@@H](CN(C)Cc2ccc4c(c2)OCO4)O3)cc1,3,-7[16.7 µM],1,6,4.5,4,-4
S=C1NC2(CCCCCC2)N=C1c1ccccc1,8,18,2,-6,-1.2,x,3
COc1ccc(S(=O)(=O)Nc2ccc3c(c2)C(=O)N([C@@H](C)CO)C[C@@H](C)[C@H](CN(C)C(=O)Cc2ccccc2)OCCCC[C@H](C)O3)cc1,24*,4[16.7 µM],0,6,1.3,-1,-3
O=C(CCN1CCCCC1)NCC[C@@H]1CC[C@@H](NS(=O)(=O)c2cccc(Cl)c2)[C@@H](CO)O1,2,x,3,-2,-0.4,0,-2
Cc1noc(C)c1S(=O)(=O)Nc1ccc2c(c1)CC(=O)N([C@H](C)CO)C[C@@H](C)[C@H](CN(C)Cc1ccncc1)O2,1,-2[16.7 µM],-5,-4,0.1,4,-10
O=C(C[C@@H]1CC[C@H](NC(=O)CC2CC2)[C@@H](CO)O1)NCC(F)(F)F,u,-24[16.7 µM],5,-5,-0.4,-1,-3
O=C(c1ccccc1Cl)N1CCCC(c2nc3c(nnn3Cc3ccccc3)c(=O)[nH]2)C1 (configuration not stated),0,10,4,-2,-1.7,1,0
O=C(O)CCCC(=O)Nc1cc([N+](=O)[O-])ccc1O,-2,x,2,2,-1.7,2,4
CCN(CC)C(=O)C1=C(C)N(Cc2ccc(C(C)(C)C)cc2)C(=O)C(CC(=O)NCc2cccc3ccccc23)C1 (configuration not stated),-11,-6,-1,x,0.6,x,-3
C[C@@H]1CN([C@@H](C)CO)C(=O)c2cc(NC(=O)c3ccccc3)ccc2O[C@@H](C)CCCCO[C@@H]1CN(C)C(=O)CCCN(C)C,-5,-2[16.7 µM],-16,-5,0.5,1,4
COc1ccc(-n2c(CNC(=O)COc3ccccc3)n[nH]c2=S)cc1,2,-6,3,-6,2.5,0,6
CO[C@H]1CN(C)C(=O)c2cc(NC(=O)Nc3ccccc3F)ccc2OC[C@H](C)N(C(C)=O)C[C@H]1C,21*,x,-3,0,1.7,-2,1
